Source: PubChem (The Scripps Research Institute Molecular Screening Center)
ASK1 primary: ASK1 kinase inhibitors, primary screen, biochemical, AlphaScreen; Mitogen-activated protein kinase kinase kinase 5 (Homo sapiens), Q99683; AlphaScreen MKK6 phosphorylation by ASK1, luminescence; inhibition, % at 7.44 µM; hit rate 0.99% among 22,000; AID 1159602, 2016; in the data active means inhibition above about 35%;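 further: 0% = median of compound wells and 100% = no enzyme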
Target sequence (Q99683 whole entry, looked up): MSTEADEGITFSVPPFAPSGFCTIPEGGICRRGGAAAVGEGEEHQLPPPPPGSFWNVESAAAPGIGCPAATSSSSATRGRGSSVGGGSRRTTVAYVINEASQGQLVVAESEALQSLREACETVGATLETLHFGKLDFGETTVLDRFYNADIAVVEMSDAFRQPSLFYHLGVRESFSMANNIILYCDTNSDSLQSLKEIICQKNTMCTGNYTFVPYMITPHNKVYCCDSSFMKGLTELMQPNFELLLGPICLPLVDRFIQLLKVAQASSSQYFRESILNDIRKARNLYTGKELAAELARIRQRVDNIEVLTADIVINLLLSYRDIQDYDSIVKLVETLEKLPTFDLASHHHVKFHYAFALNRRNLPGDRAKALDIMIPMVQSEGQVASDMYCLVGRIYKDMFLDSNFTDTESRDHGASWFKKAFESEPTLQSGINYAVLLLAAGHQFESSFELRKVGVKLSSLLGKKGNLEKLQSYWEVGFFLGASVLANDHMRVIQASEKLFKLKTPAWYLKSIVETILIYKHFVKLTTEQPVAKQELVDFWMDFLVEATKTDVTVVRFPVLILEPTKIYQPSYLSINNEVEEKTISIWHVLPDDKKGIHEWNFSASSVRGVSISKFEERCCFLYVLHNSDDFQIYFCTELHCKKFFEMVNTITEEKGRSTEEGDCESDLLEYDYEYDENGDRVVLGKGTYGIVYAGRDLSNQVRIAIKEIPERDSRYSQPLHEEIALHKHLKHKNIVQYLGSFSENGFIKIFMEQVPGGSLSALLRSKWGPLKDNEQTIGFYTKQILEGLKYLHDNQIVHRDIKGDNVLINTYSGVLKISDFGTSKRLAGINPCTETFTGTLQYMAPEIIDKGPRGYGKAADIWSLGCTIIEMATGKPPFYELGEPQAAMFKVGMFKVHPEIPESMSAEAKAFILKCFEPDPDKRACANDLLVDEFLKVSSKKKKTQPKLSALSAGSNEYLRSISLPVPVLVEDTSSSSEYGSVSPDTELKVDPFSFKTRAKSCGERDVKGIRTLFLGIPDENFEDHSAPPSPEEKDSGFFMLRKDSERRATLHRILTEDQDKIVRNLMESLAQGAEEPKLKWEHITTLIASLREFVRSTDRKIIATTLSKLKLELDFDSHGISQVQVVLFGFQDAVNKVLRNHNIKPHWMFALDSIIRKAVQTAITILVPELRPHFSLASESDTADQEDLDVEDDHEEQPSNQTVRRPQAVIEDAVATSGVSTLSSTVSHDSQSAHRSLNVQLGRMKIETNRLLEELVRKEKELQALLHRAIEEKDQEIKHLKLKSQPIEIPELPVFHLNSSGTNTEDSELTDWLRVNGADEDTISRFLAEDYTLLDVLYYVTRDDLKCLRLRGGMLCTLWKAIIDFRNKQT
ULK1 inh: ULK1 kinase inhibitors, primary screen, biochemical, AlphaScreen | Serine/threonine-protein kinase ULK1 (Homo sapiens), O75385 | AlphaScreen Atg13 phosphorylation by ULK1, luminescence | inhibition, % at 5.96 µM | hit rate 1.9% among 30,000 | AID 1259251, 2017; in the data active means inhibition above about 43%;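 further: 0% = median of compound wells and 100% = no enzyme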
* = called active by the depositor; x = no result given.

ULK1 inh,ASK1 primary,structure
-2,1,O=C(NC1CC1)c1ccc(-c2nc(NCc3cccc(C(F)(F)F)c3)c3ncn(C4CCCCC4)c3n2)cc1
-6,-13,O=C(NCc1cccc(C(F)(F)F)c1)c1cncc(-c2cccs2)c1
-102,-4,c1cn(-c2ccc(Nc3cc(Nc4ccc5c(c4)OCO5)ncn3)cc2)cn1
-7,13,CCN(CC)c1nc(Nc2ccccc2)nc(N2CCN(Cc3ccc4c(c3)OCO4)CC2)n1
7,-12,c1ccc(OCCNc2cc(Nc3ccncn3)ncn2)cc1
-24,x,C=CCNc1cc(-c2ccccc2)nc(-c2ccncc2)n1
6,1,Cc1cnc(Nc2ccncn2)nc1NCCc1ccc(O)cc1
-2,17,CC(C)n1cnc2c(Nc3ccc(N4CCOCC4)cc3)nc(-c3csc4ccccc34)nc21
13,8,COc1cccc(COC(=O)Nc2ccc(-c3cn[nH]c3)cc2OCCN2CCCC2)c1
-3,-1,CCCNc1nc(-c2csc3ccccc23)nc2c1ncn2-c1ccsc1
39,x,O=c1ccc(-c2ccco2)cn1Cc1ccccc1-c1ccccc1
-32,-23,C1=C(c2nc3ccc(-c4cn[nH]c4)cc3[nH]2)CCOc2ccccc21
-5,x,Cn1c(-c2ccccc2)cnc1SCC(=O)NCc1ccccc1Cl
7,9,CC(C)n1cnc2c(NCCc3ccc(O)cc3)nc(N3CCCC3CO)nc21 (centres undefined)
-13,x,Nc1c2c(nc3c1CCC3)CCCC2
-8,10,Cc1nn(C)c(C)c1-c1ncc(C(=O)Nc2ccc(Oc3ccccc3)cc2)s1
-2,7,C[C@@H](N)C(=O)Nc1ccc(-c2cn[nH]c2)cc1OCCN(C)C
17,x,CCOC(=O)c1ccc2ncc(C(=O)OCC)c(N)c2c1
2,6,COc1ccc2c(c1)CC(c1nc3ccc(-c4cncnc4)cc3o1)CO2 (centres undefined)
-12,x,COc1ccc2cc3[n+](cc2c1OC)CCc1cc2c(cc1-3)OCO2
13,-32,O=C([C@@H](O)COc1ccc(Br)cc1)N1CCC(Nc2ccc3[nH]ncc3c2)C1 (some centres undefined)
5,3,CC(=O)c1cccc(-c2nc3c(NCCN(C(C)C)C(C)C)ncnc3n2C(C)C)c1
-14,-3,Cc1noc(C)c1-c1nc(Nc2ccc(Oc3ccccc3)cc2)c2ncn(Cc3ccc(C(F)(F)F)cc3)c2n1
-15,-19,O=C(NCc1cccc(C(F)(F)F)c1)c1cccc(NCc2ccc3c(c2)OCO3)n1
-3,-9,COc1ccc(CCNc2nc(NCCN3CCOCC3)nc3c2ncn3-c2ccccc2)cc1
2,x,Cc1cccc(C)c1OCC(C)N (centres undefined)
3,0,c1ccc(OCCNc2cc(-c3ccc(N4CCOCC4)nc3)ncn2)cc1
-15,x,O=c1[nH]cnc2nc[nH]c12
11,5,O=C(NC1CC1)c1ccc(-c2ncc(C(=O)Nc3ccc(Oc4ccccc4)cc3)s2)cc1
-10,x,CN1C(=O)/C(=C/C=C2\SCCN2C)OC1=S

Some of the entries so far, tab-delimited.
SMILES	ULK1 inh	ASK1 primary
O=C(NC1CC1)c1ccc(-c2nc(NCc3cccc(C(F)(F)F)c3)c3ncn(C4CCCCC4)c3n2)cc1	-2	1
O=C(NCc1cccc(C(F)(F)F)c1)c1cncc(-c2cccs2)c1	-6	-13
c1cn(-c2ccc(Nc3cc(Nc4ccc5c(c4)OCO5)ncn3)cc2)cn1	-102	-4
CCN(CC)c1nc(Nc2ccccc2)nc(N2CCN(Cc3ccc4c(c3)OCO4)CC2)n1	-7	13
c1ccc(OCCNc2cc(Nc3ccncn3)ncn2)cc1	7	-12
C=CCNc1cc(-c2ccccc2)nc(-c2ccncc2)n1	-24	x
Cc1cnc(Nc2ccncn2)nc1NCCc1ccc(O)cc1	6	1
CC(C)n1cnc2c(Nc3ccc(N4CCOCC4)cc3)nc(-c3csc4ccccc34)nc21	-2	17
COc1cccc(COC(=O)Nc2ccc(-c3cn[nH]c3)cc2OCCN2CCCC2)c1	13	8
CCCNc1nc(-c2csc3ccccc23)nc2c1ncn2-c1ccsc1	-3	-1
O=c1ccc(-c2ccco2)cn1Cc1ccccc1-c1ccccc1	39	x
C1=C(c2nc3ccc(-c4cn[nH]c4)cc3[nH]2)CCOc2ccccc21	-32	-23
Cn1c(-c2ccccc2)cnc1SCC(=O)NCc1ccccc1Cl	-5	x
CC(C)n1cnc2c(NCCc3ccc(O)cc3)nc(N3CCCC3CO)nc21 (centres undefined)	7	9
Nc1c2c(nc3c1CCC3)CCCC2	-13	x
Cc1nn(C)c(C)c1-c1ncc(C(=O)Nc2ccc(Oc3ccccc3)cc2)s1	-8	10
C[C@@H](N)C(=O)Nc1ccc(-c2cn[nH]c2)cc1OCCN(C)C	-2	7
CCOC(=O)c1ccc2ncc(C(=O)OCC)c(N)c2c1	17	x
COc1ccc2c(c1)CC(c1nc3ccc(-c4cncnc4)cc3o1)CO2 (centres undefined)	2	6

Additional entries follow:
ULK1 inh,ASK1 primary,structure
-16,-2,CCN(CC)c1nc(NCCOc2ccccc2)nc(Nc2ccc3ncccc3c2)n1
-2,-11,Nc1cccc(-c2cc(C(=O)NC3CCN(Cc4ccccc4)CC3)ccn2)c1
1,-12,CC(C)N(CCNc1ccnc(-c2csc3ccccc23)n1)C(C)C
16,-14,CC(C)n1cnc2c(NCc3cccnc3)nc(-c3ccc(C(N)=O)cc3)nc21
10,-22,Cn1c(Nc2cc(C(=O)NCc3ccccc3)ccn2)nc2ccccc21
-7,-6,Cc1ncn(-c2ccc(Nc3nccc(-c4ccc(N5CCC(O)(Cc6ccccc6)CC5)c(C#N)c4)n3)cc2)n1
-12,-19,CCN(Cc1ccccc1)C(=O)Nc1ccc(-c2cn[nH]c2)cc1OCCN1CCCC1
-35,3,COc1cc2nc(-c3ccccc3)nc(Nc3ccc(N4CCOCC4)cc3)c2cc1OC
-11,x,CC(=O)NNC(=O)c1cccc(I)c1
10,-10,O=C(NC1CCN(Cc2ccccc2)CC1)c1ccc2nc(Nc3ccncc3)sc2c1
10,-6,CCCNC(=O)c1ccnc(N2CCC(N3CCOCC3)CC2)c1
1,11,CCCNc1cc(Nc2ccccc2)ncn1
-14,x,CCCn1c(=O)c(C(=O)NCCO)c(O)c2ccccc21
-6,0,COc1cccc(CN(C)C(=O)c2cc3ccc(-c4cn[nH]c4)cc3n2C)c1
7,-6,CCN(CC)C(=O)C1CCCN(c2nc(NC3CC3)c3ncn(CCN4CCCC4=O)c3n2)C1 (centres undefined)
-1,x,OC1CCN(c2cc(-c3ccccc3F)nc(-c3ccccn3)n2)CC1
2,0,N[C@H](Cc1ccc(Br)cc1)C(=O)N1CC[C@@H](C(=O)Nc2ccc3[nH]ncc3c2)C1
-4,-6,CCCNc1cc(C)nc(Nc2cccnc2)n1
40,16,c1cc2[nH]ncc2cc1NC1CCNC1 (centres undefined)
-16,-9,O=C(NCCO)c1ccc2nc(NCCCN3CCCC3=O)sc2c1
-13,-5,Cc1ccc2c(c1)CC(c1nc3ccc(-c4ccncc4)cc3s1)CO2 (centres undefined)
-43,2,COc1ccc(-c2cncc(-c3ccc(NS(C)(=O)=O)cc3)c2)cc1
2,x,c1cncc(-c2cc(N3CCC4(CC3)OCCO4)nc(-c3cccnc3)n2)c1
8,0,O=C1CCCN1CCCNc1nc(NC2CCN(Cc3ccccc3)CC2)nc2c1ncn2C1CCCCC1
1,x,CCOC(=O)n1ccn(C)c1=S
-25,-6,Cn1ccc(-c2cc(Nc3ccc(-n4cnc(-c5ccccn5)n4)cc3)ncc2F)n1
25,x,Cc1csc(N/N=C/c2ccccc2OCc2ccccc2)n1
34,18,CC(=O)Nc1ccc(Nc2nc(-c3cccc(C(C)=O)c3)nc3c2ncn3C(C)C)cc1
2,x,CCCOC(=O)c1cc(O)c(O)c(O)c1
7,10,O=C(NC1CCN(Cc2ccccc2)CC1)c1csc(Br)n1
9,x,Cc1cc(NC(=O)c2ccc(F)c(F)c2)n(-c2nc3c(c(=O)[nH]2)CCC3)n1
9,2,c1ccc(CNc2nc(Nc3ccncn3)nc3c2ncn3C2CCCCC2)cc1
-2,-14,c1ccc(CN2CCC(Nc3cc(-c4ccccc4)ncn3)CC2)cc1
-1,x,Cn1c(=O)cc(NCc2ccncc2)n(Cc2ccc(F)cc2F)c1=O
2,x,O=C(Cn1c(=O)n(Cc2ccccc2)c(=O)c2ncccc21)Nc1ccc(Br)cc1
8,x,CCOC(=O)c1ccc(N2C(=O)c3ccc(Oc4ccc(NC(C)=O)cc4)cc3C2=O)cc1
3,30,Cc1nc(C)n(-c2ccc(Nc3nccc(-c4cc(F)cc(-c5c(C)noc5C)c4)n3)cc2)n1
6,3,COc1cc2nc(Nc3nc4ccccc4n3C)nc(NCCCN3CCCC3=O)c2cc1OC
-9,x,O=C1NC(=O)C(=Cc2cn(Cc3ccc(F)cc3)c3ccccc23)C(=O)N1
-5,4,O=C(NCCO)c1cncc(-c2cccs2)c1
3,-4,C/C=C/CN1CCN(c2c(Cl)cccc2NC(=O)c2ccc(Br)o2)CC1
-6,1,CCN(CC)C(=O)C1CCCN(c2cc(NCCN3CCOCC3)ncn2)C1 (centres undefined)
5,5,C[C@@]1(C[Si](C)(C)C)COC2CCCCN2[C@@H]1c1ccccc1 (some centres undefined)
2,x,CS(=O)(=O)OCCCCOS(C)(=O)=O
-13,-17,COc1ccccc1OCC(=O)Nc1ccc(-c2cn[nH]c2)cc1
-7,9,COc1ccc(-c2nc(Nc3ccccc3)c3ncn(-c4ccsc4)c3n2)cc1
0,6,N[C@@H](C(=O)NCc1nc(-c2ccncc2)n[nH]1)c1ccccc1
6,6,Cc1ccc(S(=O)(=O)NCc2nc(-c3ccncc3)n[nH]2)cc1
4,x,Cn1c(=O)c2c(ncn2CC(O)CO)n(C)c1=O (centres undefined)
-2,3,CCCN1C[C@H]2CCC[C@]23OCCC=C3[C@H]1c1cccc(Cl)c1
4,x,O=C(NCCc1csc2nc(-c3cccc(F)c3)nn12)C1CC1
-4,-14,O=C(NCCN1CCOCC1)c1ccc2nc(-c3ccc(N4CCOCC4)nc3)sc2c1
-3,24,Nc1nc(Nc2ccc3c(c2)OCO3)cc(Nc2nccc3ccccc23)n1
1,x,COc1ccccc1N1CCN(S(=O)(=O)CCNC(=O)c2ccccc2C)CC1
-2,x,CN(C)CN1C(=O)S/C(=C/c2ccccc2F)C1=O
-17,x,CCN1CCN(c2cc(-c3ccc(F)cc3)c3c(n2)CCCCCC3)CC1
1,4,O=C(Nc1ccc(-c2ccncn2)c(F)c1)C1COc2ccccc2O1 (centres undefined)
0,22,FC(F)(F)c1cccc(CNc2nc(N3CCc4ccccc4C3)nc3c2ncn3-c2ccccc2)c1
10,x,CCOC(=O)C(=O)N1CCc2nc3cccc(C)n3c(=O)c2C1
21,5,Cn1ncc(-c2ccnc(Nc3ccc(N4CCOCC4)cc3)c2)c1N

Continuation:
ULK1 inh,ASK1 primary,structure
-6,x,COCCNc1cc(-c2ccccc2F)nc(C)n1
9,-15,NC(=O)c1cnc(Nc2ccc3ncccc3c2)s1
-4,32,Oc1ccc(CCNc2nc(Nc3ccc(N4CCOCC4)cc3)nc3c2ncn3C2CCCCC2)cc1
28,x,C=CC(=O)Oc1cccc(N2C(=O)C3C4C=CC(C4)C3C2=O)c1 (centres undefined)
4,17,CC(C)n1c(Nc2cnccn2)nc2c(NCc3cccc(C(F)(F)F)c3)ncnc21
-4,-1,Nc1cc(N2CCN(Cc3ccc4c(c3)OCO4)CC2)nc(N)n1
2,x,C/C(CC(=O)NC(C)(C)C)=N\NC(=O)c1ccccc1C
-1,x,Cc1c(C(=O)c2ccc(Cl)cc2)oc2ccc(NC(=O)c3cccnc3)cc12
34,5,c1cncc(CNc2nc(Nc3ccc4c(c3)OCO4)c3ncn(C4CCCCC4)c3n2)c1
-26,3,O=C1CCCN1CCn1cnc2c(NC3CCN(Cc4ccccc4)CC3)nc(-c3cccs3)nc21
-12,10,FC(F)(F)c1ccc(Cn2cnc3c(NCCOc4ccccc4)nc(N4CCN(c5ccccn5)CC4)nc32)cc1
-5,17,CC(=O)Nc1ccc(Nc2cc(C)nc(N3CCN(Cc4ccc5c(c4)OCO5)CC3)n2)cc1
87*,-1,CNC(=O)c1ccccc1Nc1cc(Nc2ccc(F)cc2OC)ncc1C(F)(F)F
-10,6,O=C(NCCc1ccc(O)cc1)c1cccc(-c2cccs2)n1
-19,0,COc1ccc(-c2nc(NCCN3CCOCC3)c3ncn(-c4ccsc4)c3n2)cc1

Look-ups from the entries so far.
ULK1 inh with CC(C)n1c(Nc2cnccn2)nc2c(NCc3cccc(C(F)(F)F)c3)ncnc21 = 4
ASK1 primary with c1cncc(CNc2nc(Nc3ccc4c(c3)OCO4)c3ncn(C4CCCCC4)c3n2)c1 = 5

(cont.)
ULK1 inh,ASK1 primary,structure
0,6,CCCn1cc(-c2ccc(Nc3nccc(-c4cncc(N5CCOCC5)c4)n3)cc2)cn1
-2,1,O=C(NCCOc1ccccc1)c1cncc(Nc2ccccn2)c1
0,x,Cn1c(=O)c2c(nc(SCC(N)=O)n2Cc2ccccc2Cl)n(C)c1=O
1,-8,CN(C)CCn1c(C2COc3ccccc3O2)nc2cc(-c3ccncc3)cnc21 (centres undefined)
-3,-22,Cc1noc(C)c1-c1cncc(C(=O)NCc2cccc(C(F)(F)F)c2)c1
